High-throughput results (PubChem BioAssay)
Growth percent in the NCI-60 one-dose screen (48 h, 10 µM unless noted): 100 = growth as untreated, 0 = no growth, -100 = all killed.
HOP-92 = HOP-92 NSCLC cells | 71,000 compounds, 6.3% hits | AID 1794738
HOP-62 = HOP-62 NSCLC; 80,000 compounds, 3.9% hits; AID 1794735
K-562 = K-562 leukemia. 78,000 compounds, 7.4% hits
MOLT-4 = MOLT-4 leukemia cells; 80,000 compounds, 6.9% hits; AID 1794779
RPMI-8226 = RPMI-8226 leukemia cells | 77,000 compounds, 7.5% hits | AID 1794781
EKVX = EKVX NSCLC. 71,000 compounds, 3% hits
SR = SR leukemia cells. AID 1794780. 73,000 compounds, 8.7% hits
CCRF-CEM = CCRF-CEM leukemia; 77,000 compounds, 7% hits; AID 1794778
* hit, by the source's call; / = not tested or not shown; & = joins results of further samples; ! = repeats disagree. Rule for the calls: active = growth percent below 10; inactive = the rest. Outcome played no part in choosing rows; about 13% have a hit in one of these screens.

Results follow in this order: HOP-92	HOP-62	K-562	MOLT-4	RPMI-8226	EKVX	SR	CCRF-CEM
Cc1cc(C(=O)CCCC(=O)c2cc(C)c(O)c(C)c2)cc(C)c1O
    83	99	27	106	94	111	82	97
C/C(=C\CSCC(NC(=O)CCC(=O)O)C(=O)O)CCCC(C)CCCC(C)CCCC(C)C (stereo unspecified)
    60	101	106	102	97	98	105	95
CN(C(=O)c1ccc(C(F)(F)F)cc1)c1sc2c(c1C#N)CCC(=O)C2
    105	116	29	69	38	105	19	29
NNC(=O)NC(N)=O
    95	102	117	108	115	/	110	99
Nc1cc2ccccc2c(=O)n1NC(=O)c1ccccc1
    111	103	98	94	94	88	84	99
COc1c(F)cccc1/C=C/C(=O)/C=C(/C=C/c1cccc(F)c1OC)OB(F)F
    101	112	98	93	102	102	102	94
CC(C)CCc1ccccc1O
    /	108&110	100&111	87&106	104	109	90	97&91
COC(=O)/C=C1/CC[C@H]2[C@@H]3CCC4=CC(=O)CC[C@]4(C)[C@H]3C(=O)C[C@]12C
    82	103	94	85	79	93	82	106
Cc1nc2sccn2c1-c1nnc(SCC(C)C)o1
    64	95	53	84	58	75	45	52
COC(=O)c1ccc2c(c1)C(=O)N(c1ccc(C(=O)O)cc1)C2=O
    98	98	/	106	104	104	106	103
Cc1cc(Cl)nc(N(CCCNc2ccnc3cc(Cl)ccc23)Cc2cccs2)n1
    /	23	-12*	-18*	-49*	36	-21*	2.6*
COC(=O)N1CCCC1
    96	110	104	95	90	112	99	96
O=C(Nc1cccc(-n2cc(-c3ccncc3)c(-c3ccc(Cl)c(O)c3)n2)c1)Nc1ccc(Cl)c(C(F)(F)F)c1
    -31*	-17*	-21*	-22*	-10*	/	/	-14*
O=S(=O)(O)C1(O)CCc2ccccc2C1 (stereo unspecified)
    82	97	103	105	99	93	105	108
CCOC(=O)c1ccccn1
    100&113	95&90	104&114	95&118	108&109	105&112	88&120	109&98
COc1ccc([C@@H]2[C@@H](Cl)C(=O)N2c2cc(OC)c(OC)c(OC)c2)cc1C
    76	23	9.6*	8.9*	8.5*	44	9.6*	9.6*
COC(=O)C1CC(OC(=O)CCl)Cc2cc(Cl)ccc2N1 (stereo unspecified)
    80	91	96	86	94	101	79	83
O=C1COCCN1c1ccc(NCc2cn(Cc3cccc4ccccc34)c3ccccc23)cc1
    73	84	85	92	82	97	75	97
O=C1NC(=O)c2c1cccc2[N+](=O)[O-]
    117&97	101&87	107&129	77&111	106&103	102	106	123&103
Cn1c(C#N)ccc1-c1cccc(N2C(=O)NC(C)(C)C2=O)c1
    116	105	85	98	105	100	96	102
COc1ccc(C2CC(=O)Nc3cc4c(cc32)OCO4)cc1 (stereo unspecified)
    79	75	95	92	90	93	95	90
CN(N=O)c1ccc(Cc2ccc(N(C)N=O)cc2)cc1
    92	84	95	/	84	87	84	97
Fc1ccc(-n2cc(-c3ccccc3)c3c2ncn2nc(-c4ccc(Cl)cc4)nc32)cc1
    83	112	93	90	85	80	107	109
CNC(=O)c1c(-c2ccc(F)cc2)noc1C
    /	99	/	86	107	/	87	104
CN(C)c1ccc(C(=C2C=CC(=[N+](C)C)C=C2)c2ccc(N(C)C)cc2)cc1
    -70*	-76*	-10*	-11*	-52*	-44*	-14*	-17*
O=C(NCc1ccc(Cn2c(=O)sn(-c3ccccc3)c2=O)cc1)OCc1ccc2cccc(O)c2n1
    -65*	-58*	-9.0*	-25*	-22*	-36*	-11*	0.3*
CC(=O)c1cc2c(N)c(C(=O)Nc3cccc4ccccc34)sc2nc1C
    62	39	/	24	10	46	13	6.9*
CC(=O)C[N+](C)(C)C
    94	120	103	99	99	/	95	88
CC(C)CSc1nc(-c2ccc(F)cc2)c(C#N)c(N2CCOCC2)n1
    88	106	99	92	98	90	86	80
COc1ccc2c(c1)C(=O)/C(=C/c1ccc(OCC(=O)Nc3nccs3)cc1)O2
    -79*	106	-27*	-73*	-54*	33	/	-74*

Further records follow:
Results follow in this order: HOP-92	HOP-62	K-562	MOLT-4	RPMI-8226	EKVX	SR	CCRF-CEM
O=C1/C(=C/c2ccc(C(F)(F)F)cc2)COc2ccc(O)c(O)c21
    -14*	-37*	3.8*	-1.5*	-14*	52	3.8*	-3.8*
CC(=O)C(Cc1ccccc1)C(=O)c1ccccc1 (stereo unspecified)
    82	83	97	84	85	99	86	84
O=C(c1ccccc1)c1ccc2nc(-c3ccc(F)cc3)[nH]c2c1
    90	83	21	28	43	81	28	16
O=C(C[n+]1cccc(Br)c1)c1ccc(I)cc1
    94	90	97	97	96	102	114	91
CN(C)C(=O)COc1ccc(N)cc1
    81	81	110	102	101	91	100	104
COc1ccc(C=O)c(OC)c1
    110	107	109	93	114	104	96	107
COCCCn1c(=N)c(S(=O)(=O)c2ccccc2)cc2c(=O)n3ccccc3nc21
    124	80	99	97	110	104	98	112
COc1ccc(N)c(-c2cc3c(c4c2[nH]c2ccc(OC)cc24)CCCC3)c1
    72	70	77	69	68	72	79	55
C=CC(=O)N1CCC=C(c2cc3c(N[C@H](C)c4ccccc4)ncnc3[nH]2)C1
    38	59	37	93	42	28	33	/
CC(CCCN1CCCC1)Nc1ccnc2cc(Cl)ccc12 (stereo unspecified)
    95	100	92	88	92	120	94	101
COCCc1n(Cc2ccc3ccccc3c2)c2ccccc2[n+]1Cc1ccc2ccccc2c1
    -53*	-19*	-68*	-43*	-53*	4.7*	-57*	-10.0*
NNC(=O)Oc1cccc2ccccc12
    79	81	108	99	87	89	99	93
O=C1C=CC(=O)N1c1ccccc1
    /	92	53	42	/	100	45	/
COc1cc(-c2nnc(SC/C(=N\O)c3ccccc3)o2)cc(OC)c1OC
    100	84	96	75	101	99	90	96
Cc1cc(C(=O)NN)no1
    /	108	110	114	112	122	99	117
FC(F)(F)c1ccc(-c2nc(-c3nc4ncccc4[nH]3)cc3c2[nH]c2ccccc23)cc1
    101	98	81	74	77	/	108	94
CC(=O)N1CC(=O)N/C(=C\c2cn(S(=O)(=O)c3ccccc3)c3ccc(C)cc23)C1=O
    77	81	103	102	90	62	89	91
N=C(N)/N=C(\CCc1nc2ccccc2[nH]1)c1nc2ccccc2[nH]1
    /	97	98	107	105	93	84	99
COc1ccc(-c2oc(=O)ccc2-c2cc(OC)c(OC)c(OC)c2)cc1F
    63	67	27	84	81	100	7.6*	58
COc1cccc(C(=O)Nc2cccc(C3CC(=O)c4c(cc(OC)c(OC)c4OC)O3)c2)c1 (stereo unspecified)
    /	83	57	54	57	94	42	62
CN(c1oc(-c2ccc(Cl)cc2)nc1C#N)S(=O)(=O)c1ccccc1
    104	101	98	87	99	98	93	97
CCOC(=O)c1nn(-c2ccccc2)c(=O)c2c(N)c(C#N)c(-c3ccccc3)cc12
    104	103	102	93	106	102	99	102
O=C(c1ccccc1)[C@H]1[C@@H]2CCCN2[C@]2(C(=O)Nc3ccc(F)cc32)[C@]12C(=O)Nc1ccccc12
    55	87	/	60	71	71	85	77
O=C(Nc1ccc(S(=O)(=O)N2CCSCC2)cc1)C(Cl)Cl
    117	100	89	106	98	99	102	100
CN1c2ccccc2C(=O)NC1c1ccc([N+](=O)[O-])s1 (stereo unspecified)
    87	98	96	96	90	/	98	98
COc1ccc(-c2nnc(SCC(=O)NC3=NN=C(c4ccccc4)CS3)o2)cc1
    98	86	/	84	/	101	87	91
c1cc(OCCN2CCOCC2)ccc1CNc1ccc2nc(CCC3CCCCC3)[nH]c2c1
    20	70	22	50	19	76	56	53
COc1cc2cc(Oc3ccc(NC(=O)Nc4ccc(F)c(C(F)(F)F)c4)cc3)c(C)nc2cc1OCCN(C)C
    70	104	3.6*	90	80	98	1.9*	16
O=C(/C=C/c1c(Cl)nc2sccn12)c1ccc(F)c(F)c1
    51	80	48	67	56	74	/	72
CN1CCc2c(sc3ncnc(N/N=C/c4ccc(Cl)cc4)c23)C1
    88	93	88	99	104	89	100	99

Other results follow.
structure	HOP-92	HOP-62	K-562	MOLT-4	RPMI-8226	EKVX	SR	CCRF-CEM
NS(=O)(=O)c1ccc(Nc2ccnc(SCC(=O)c3ccc(-c4ccccc4)cc3)n2)cc1	103	106	115	108	103	95	97	102
CC1N=C(SCc2ccc(Cl)cc2)N2C(C)N=C(SCc3ccc(Cl)cc3)N12 (stereo unspecified)	103	91	98	83	77	/	92	92
C=C(C)CN1C(=O)c2ccccc2C1=O	91	94	103	98	103	108	103	110
COc1ccc(/C=C(\C#N)c2ccccc2)cc1	/	100	29	96	85	/	56	93
O=c1[nH]c(-c2ccc(-n3c(=O)[nH]c4ccccc4c3=O)cc2)nc(=S)[nH]1	82	96	106	96	87	90	96	95
Clc1ccc2c(N/N=C/c3c[nH]c4ccccc34)ccnc2c1	-89*	-75*	-22*	-49*	-25*	-79*	2.1*	-10*
CCC(c1ccc(OS(=O)(=O)c2ccc(F)cc2)cc1)C(CC)c1ccc(OS(=O)(=O)c2ccc(F)cc2)cc1 (stereo unspecified)	76	97	79	80	62	90	74	82
CN1CCC(=C2c3ccccc3C=Cc3ccccc32)CC1	67	83	/	73	73	92	/	53
Cc1ccc(C)n1NC(=O)CN(C(C)C)C(C)C	98	110	107	87	107	126	/	112
S=C(NNC(=S)Nc1ccc(Cl)cc1)NNc1ccccc1	100&87	117&101	93&86	99&81	98&97	/	84&43	94&98
CCOC(=O)C[C@@H]1C(=O)N2CC[C@@]3(C(=O)Nc4ccc(Br)cc43)[C@@H]2C[C@H]1C(=O)OCC	/	107	90	114	/	101	122	110
CN(C1c2ccccc2Oc2ccccc21)S(=O)(=O)c1ccc2ccccc2c1	73	91	86	106	82	65	88	57

Whole records, looked up by structure:
`CN1CCC(=C2c3ccccc3C=Cc3ccccc32)CC1` reads HOP-92 = 67; HOP-62 = 83; K-562 = /; MOLT-4 = 73; RPMI-8226 = 73; EKVX = 92; SR = /; CCRF-CEM = 53
`CN(C1c2ccccc2Oc2ccccc21)S(=O)(=O)c1ccc2ccccc2c1` reads HOP-92 = 73; HOP-62 = 91; K-562 = 86; MOLT-4 = 106; RPMI-8226 = 82; EKVX = 65; SR = 88; CCRF-CEM = 57

(cont.)
structure	HOP-92	HOP-62	K-562	MOLT-4	RPMI-8226	EKVX	SR	CCRF-CEM
COc1ccc(-c2cs/c(=N\N=C\c3ccc(F)cc3)n2C)cc1	72	92	57	80	62	56	42	79
Oc1[nH]c2ccccc2c1N=Nc1ccccc1	74	73	116	98	95	/	99	92
N#C/C(=C\c1ccc(-c2ccccc2F)o1)c1nc(-c2ccco2)cs1	86	89	83	92	80	67	/	95
N/C(=N\c1nc2ccccc2s1)NC(=O)NCc1cccnc1	93	89	51	81	61	76	62	87
CSc1nc2c(c(=O)[nH]1)C(c1ccc(F)cc1)C=C(C(=O)O)N2 (stereo unspecified)	111	107	105	110	108	/	109	/
CC1(C)C2CCC(CN=C(N)CSS(=O)(=O)O)C1C2 (stereo unspecified)	95	117	79	97	90	97	95	96
O=C(CS(=O)(=O)c1ccccc1)c1cc2cc(Br)ccc2o1	101	115	99	111	108	98	114	124
ON=C1CCCCCCCC1	102&105	104	108&89	96&101	102&103	108	98&91	101&107
Cc1nc(NC(C)C(=O)O)c2ccccc2n1 (stereo unspecified)	95	108	101	92	98	/	92	102
COc1ccc(OC)c(C(O)P(=O)(c2ccccc2)c2ccccc2)c1 (stereo unspecified)	103	94	97	93	99	/	97	100
COc1ccc(C(=O)Oc2ccc(C=O)cc2OC)cc1	107	99	121	118	111	105	102	112
COc1ccc(C(=O)c2c(N)nc3n2CCCCC3)cc1OC	101	110	97	101	112	/	88	115

Other structures.
structure	HOP-92	HOP-62	K-562	MOLT-4	RPMI-8226	EKVX	SR	CCRF-CEM
COc1ccc(CCNC(=O)C(=O)[C@H](Cc2ccccc2)NC(=O)c2oc3cc(OC)c(OC)cc3c(=O)c2C)cc1	102	98	97	101	92	95	83	93
C#Cc1nc2ccccc2c(=O)[nH]1	-46*	-6.2*	-25*	-21*	-22*	/	2.5*	-17*
COc1ccc(N=C2OC(=O)c3ccccc32)cc1	110	79	81	76	104	103	85	102
Nc1cc(C(F)(F)F)ccc1-n1cnc2ccccc21	80	101	97	96	89	/	96	92
C/C(Nc1ccc(Cl)c(Cl)c1)=C1\CCOC1=O	76	80	87	81	61	77	84	82
COc1ccc(C(=O)c2cc(C)c(OC)c(C)c2)c(OC)c1NC(C)=O	6.8*	20	16	39	21	56	29	21
OCCN1CCN(CC/C=C2\c3ccccc3Sc3ccc(Cl)cc32)CC1	-13*!	-66*	-69*	-10*	-38*	60&81	/	-18*!
C=CCc1c(C)cc(C)c(C)c1O	/	103	108	107	111	102	115	111
Cn1c2ccccc2c2c3c(c4c5ccc(Br)cc5oc4c21)C(=O)NC3=O	67	83	96	99	89	67	98	90
